IDH1 R132H inh: inhibitors of IDH1 R132H reductase, primary screen, biochemical, plate reader, single point; diaphorase/resazurin fluorescence, 60 min; inhibition, % at 10 µM; 70,000 tested, 0.18% active; in the data active means inhibition above about 34%;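 further: 0% = DMSO and 100% = no enzyme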
PRC2 inh: EZH2/PRC2 methyltransferase inhibitors, primary screen, biochemical, DELFIA time-resolved fluorescence, single point | 57,000 tested, 0.35% active | Histone-lysine N-methyltransferase EZH2 (Homo sapiens), Q15910 | inhibition, % at 12.5 µM | PRC2 H3K27 methylation, DELFIA TRF, 1 h;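 active means mean inhibition of replicates at least 50% and every single replicate also reaching 50%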;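 further: dimethyl H3K27 on biotinylated H3 21-44 peptide detected by antibody; plate controls were median neutral control wells for no effect and median positive control wells for full effect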
Target sequence (Q15910 whole entry, looked up): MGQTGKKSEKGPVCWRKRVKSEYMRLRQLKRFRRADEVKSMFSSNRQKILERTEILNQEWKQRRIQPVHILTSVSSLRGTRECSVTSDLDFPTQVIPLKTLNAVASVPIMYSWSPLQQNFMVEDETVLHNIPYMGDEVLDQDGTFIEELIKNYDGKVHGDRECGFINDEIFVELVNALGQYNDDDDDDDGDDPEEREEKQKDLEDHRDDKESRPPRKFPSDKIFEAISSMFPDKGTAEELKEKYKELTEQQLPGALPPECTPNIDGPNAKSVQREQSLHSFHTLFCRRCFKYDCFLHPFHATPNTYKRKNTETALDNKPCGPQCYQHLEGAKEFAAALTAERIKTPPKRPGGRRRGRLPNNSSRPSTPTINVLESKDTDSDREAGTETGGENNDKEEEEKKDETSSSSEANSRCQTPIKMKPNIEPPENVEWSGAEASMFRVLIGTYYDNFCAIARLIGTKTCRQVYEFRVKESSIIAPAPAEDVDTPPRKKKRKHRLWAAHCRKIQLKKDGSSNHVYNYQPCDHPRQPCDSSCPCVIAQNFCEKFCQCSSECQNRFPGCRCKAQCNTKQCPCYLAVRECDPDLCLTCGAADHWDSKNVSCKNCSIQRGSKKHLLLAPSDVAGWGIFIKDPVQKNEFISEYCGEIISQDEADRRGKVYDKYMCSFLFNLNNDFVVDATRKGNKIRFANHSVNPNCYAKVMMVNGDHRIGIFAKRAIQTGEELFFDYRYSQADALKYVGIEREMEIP
Starred values were filed as active, the others as inactive; . = no result given; & = joins results of further samples. Only part of the results is shown; the hit share may differ from the screen's.

SMILES	IDH1 R132H inh	PRC2 inh
CO[C@H]1CN(C)C(=O)c2cc(NC(=O)C3CCCCC3)ccc2OC[C@@H](C)N(Cc2nccs2)C[C@@H]1C	-0.3	3.8
COc1ccc(S(=O)(=O)N(C)C[C@H]2OCc3ccccc3-c3c(n(C)c4ccccc34)C(=O)N([C@H](C)CO)C[C@H]2C)cc1	-1.4	-18.3
COc1ccc(S(=O)(=O)N(C)C[C@@H]2Oc3c(cccc3N(C)C)C(=O)N([C@H](C)CO)C[C@H]2C)cc1	.	-3.0
Cc1noc(C)c1S(=O)(=O)Nc1ccc2c(c1)C(=O)N([C@H](C)CO)C[C@@H](C)[C@@H](CN(C)CC1CCCCC1)OCCCC[C@@H](C)O2	1.0	.
CNC[C@@H]1OCCCC[C@H](C)Oc2ccc(NC(=O)Nc3ccc(F)cc3)cc2C(=O)N([C@H](C)CO)C[C@H]1C	2.0	-0.2
C/C=C/c1ccc2c(c1)O[C@H](CN(C)C(=O)c1ccc(F)cc1)[C@H](C)CN([C@H](C)CO)S2(=O)=O	-0.4	.
C[C@@H]1CN([C@@H](C)CO)C(=O)c2cc(C#CC3CC3)cnc2O[C@@H]1CN(C)Cc1ccncc1	-0.8	4.2
COc1ccc(CNCCSc2nnnn2C)cc1	0.1	-7.6
C[C@H]1CN([C@@H](C)CO)C(=O)Cc2cc(NC(=O)c3ccncc3)ccc2O[C@@H]1CN(C)CC1CC1	4.6	8.2
CCn1c(SCC(=O)Nc2ccc(Cl)cc2Cl)nnc1-c1ccc(Cl)c(Cl)c1	0.2	35.3
C[C@H](CO)N1C[C@H](C)[C@@H](CN(C)S(=O)(=O)c2cccs2)Oc2ccc(NC(=O)Nc3ccc(F)cc3)cc2CC1=O	0.2	.
C[C@H]1CN([C@@H](C)CO)C(=O)c2cc(NC(=O)Nc3ccccc3)ccc2O[C@@H]1CN(C)S(=O)(=O)c1ccc(Cl)cc1	.	-12.6
C/C=C/c1cnc2c(c1)C(=O)N([C@@H](C)CO)C[C@@H](C)[C@@H](CN(C)C(=O)C1CC1)O2	-0.1	17.2
C[C@H]1CN([C@@H](C)CO)C(=O)Cc2cc(NC(=O)C3CCCCC3)ccc2O[C@@H]1CN(C)Cc1ccc(C(=O)O)cc1	0.8	-0.1
CCC(=O)Nc1ccc2c(c1)OC[C@H](C)N(CC1CCCCC1)C[C@H](C)[C@@H](OC)CN(C)C2=O	.	-10.7
COc1ccc(S(=O)(=O)Nc2ccc3c(c2)C(=O)N([C@@H](C)CO)C[C@@H](C)[C@H](CN(C)S(=O)(=O)c2cn(C)cn2)OCCCC[C@@H](C)O3)cc1	-16.7	.
CN1CCN(C(=O)C[C@@H]2C[C@@H]3c4cc(NC(=O)Nc5ccc(C(F)(F)F)cc5)ccc4O[C@@H]3[C@H](CO)O2)CC1	0.1	5.0
CS(=O)(=O)N(CC(=O)Nc1cccc(Cl)c1Cl)c1cc(C(F)(F)F)ccc1Cl	-0.2	3.6
O=S(=O)(N[C@@H]1CC[C@H](CCn2cc(C3(O)CCCC3)nn2)O[C@@H]1CO)c1ccccc1	0.0	-18.7
CCc1ccc(CCC(=O)Nc2ccc3ccccc3c2)o1	0.0	37.4
C[C@H](CO)N1C[C@H](C)[C@@H](CN(C)CC2CCCCC2)Oc2ccc(N(C)C)cc2C1=O	-0.7	8.4
O=C(C[C@@H]1C[C@@H]2c3cc(NC(=O)C4CCC4)ccc3O[C@@H]2[C@@H](CO)O1)NCc1ccccc1F	1.3	-1.7
C[C@H]1CN([C@@H](C)CO)C(=O)c2cccc(NC(=O)NC3CCCCC3)c2O[C@@H]1CN(C)S(=O)(=O)c1cn(C)cn1	-0.2	.
CC(C)(C)C(=O)Nc1ccc2c(c1)C(=O)C(=O)c1ccccc1-2	-2.5	.
C[C@H](CO)N1C[C@H](C)[C@@H](CN(C)CC2CC2)Oc2c(NC(=O)C3CCCCC3)cccc2C1=O	0.6	.
C[C@H]1CN([C@@H](C)CO)C(=O)Cc2cc(NC(=O)CCN3CCOCC3)ccc2O[C@H]1CN(C)C(=O)Nc1ccc(C(F)(F)F)cc1	0.6	.
CC(=O)N(C)C[C@H]1Oc2ncc(C#C[C@@H](C)O)cc2C(=O)N([C@H](C)CO)C[C@H]1C	.	0.1
Cc1ncc([N+](=O)[O-])n1CC(C)O (stereo unspecified)	1.0	.
C[C@H](O)C#Cc1ccc2c(c1)O[C@@H](CN(C)Cc1ccccn1)[C@@H](C)CN([C@@H](C)CO)S2(=O)=O	-2.9	1.7
O=C(CCC(=O)c1ccc(-c2ccccc2)cc1)Nc1cccnc1	0.3	-13.0
C[C@H]1CN([C@@H](C)CO)C(=O)c2cccc(NS(=O)(=O)c3cccs3)c2O[C@H]1CN(C)C(=O)Nc1ccc(C(F)(F)F)cc1	-0.3	.
CO[C@H]1CN(C)C(=O)c2ccc(NS(=O)(=O)c3ccc(C)cc3)cc2OC[C@H](C)N(Cc2nccs2)C[C@H]1C	-0.2	-19.2
C[C@H]1CN([C@@H](C)CO)C(=O)CCCn2cc(nn2)CO[C@H]1CN(C)C(=O)Nc1ccnc(N2CCOCC2)c1	4.4	-9.4
COCC(=O)Nc1ccc2c(c1)OC[C@H](C)N(C(=O)c1ccccc1F)C[C@H](C)[C@H](OC)CN(C)C2=O	0.0	-4.3
CCC(=O)N[C@@H]1C=C[C@@H](CC(=O)NCCN2CCCCC2)O[C@H]1CO	0.2	10.4
COCC#Cc1ccc2c(c1)O[C@@H](CN(C)Cc1cccnc1)[C@@H](C)CN([C@@H](C)CO)S2(=O)=O	65.1*	.
CO[C@H]1CN(C)C(=O)c2cc(NC(C)=O)ccc2OC[C@@H](C)N(Cc2nccs2)C[C@@H]1C	-0.3	2.2
CN(C)CC(=O)Nc1ccc2c(c1)[C@H]1C[C@@H](CC(=O)NCC3CC3)O[C@@H](CO)[C@H]1O2	-0.1	-9.1
C[C@H]1CN([C@@H](C)CO)C(=O)c2c(c3ccccc3n2C)-c2ccccc2CO[C@H]1CN(C)C(=O)c1ccc(F)cc1	-0.3	-4.4
O=C(NCc1nc2ccccc2[nH]1)c1c(F)c(F)c(F)c(F)c1F	-0.1	-9.4
COc1ccc(S(=O)(=O)N(C)C[C@@H]2OCCCC[C@H](C)Oc3ccc(NS(=O)(=O)c4cccs4)cc3C(=O)N([C@@H](C)CO)C[C@H]2C)cc1	4.6	.
CO[C@@H]1CN(C)C(=O)c2cc(NC(=O)C3CC3)ccc2OC[C@@H](C)N(S(=O)(=O)c2ccc(Cl)cc2)C[C@H]1C	-0.3	-13.3
Cc1noc(C)c1S(=O)(=O)N(C)C[C@@H]1Oc2c(NC(=O)c3ccc(-c4nccs4)cc3)cccc2C(=O)N([C@@H](C)CO)C[C@H]1C	-3.0	.
COCCNC(=O)C[C@H]1C[C@@H]2c3cc(NC(=O)c4ccc5c(c4)OCO5)ccc3O[C@@H]2[C@@H](CO)O1	-2.9	-2.8
C[C@@H]1CN([C@H](C)CO)S(=O)(=O)c2ccc(C#C[C@@H](C)O)cc2O[C@H]1CN(C)Cc1ccccc1	-1.2	-7.7
C[C@H](CO)N1C[C@H](C)[C@@H](CN(C)C(=O)CCCN(C)C)OCCCC[C@H](C)Oc2ccc(NC(=O)Nc3ccc(C(F)(F)F)cc3)cc2C1=O	3.6	.
C[C@@H]1CN([C@H](C)CO)C(=O)c2cc(NS(=O)(=O)c3cccs3)ccc2O[C@@H]1CN(C)C(=O)Nc1ccc(F)cc1	1.2	.
COc1ccc(-n2nnnc2SCC(=O)Nc2cc(C)c(Cl)cc2OC)cc1	-0.1	6.6

Looked up by compound from above, 7 records:
SMILES	IDH1 R132H inh	PRC2 inh
CO[C@@H]1CN(C)C(=O)c2cc(NC(=O)C3CC3)ccc2OC[C@@H](C)N(S(=O)(=O)c2ccc(Cl)cc2)C[C@H]1C	-0.3	-13.3
COCCNC(=O)C[C@H]1C[C@@H]2c3cc(NC(=O)c4ccc5c(c4)OCO5)ccc3O[C@@H]2[C@@H](CO)O1	-2.9	-2.8
COc1ccc(S(=O)(=O)N(C)C[C@@H]2OCCCC[C@H](C)Oc3ccc(NS(=O)(=O)c4cccs4)cc3C(=O)N([C@@H](C)CO)C[C@H]2C)cc1	4.6	.
Cc1noc(C)c1S(=O)(=O)N(C)C[C@@H]1Oc2c(NC(=O)c3ccc(-c4nccs4)cc3)cccc2C(=O)N([C@@H](C)CO)C[C@H]1C	-3.0	.
CN(C)CC(=O)Nc1ccc2c(c1)[C@H]1C[C@@H](CC(=O)NCC3CC3)O[C@@H](CO)[C@H]1O2	-0.1	-9.1
C[C@@H]1CN([C@H](C)CO)C(=O)c2cc(NS(=O)(=O)c3cccs3)ccc2O[C@@H]1CN(C)C(=O)Nc1ccc(F)cc1	1.2	.
C[C@H](CO)N1C[C@H](C)[C@@H](CN(C)C(=O)CCCN(C)C)OCCCC[C@H](C)Oc2ccc(NC(=O)Nc3ccc(C(F)(F)F)cc3)cc2C1=O	3.6	.

Later entries.
SMILES	IDH1 R132H inh	PRC2 inh
O=C(C[C@@H]1CC[C@@H](NC(=O)Nc2cc(F)ccc2F)[C@H](CO)O1)Nc1ccc(-c2ccccc2)cc1	0.5	-10.0
CC(C)NC(=O)Nc1ccc2c(c1)C(=O)N([C@H](C)CO)C[C@H](C)[C@H](CN(C)S(=O)(=O)c1ccc(F)cc1)OCCCC[C@@H](C)O2	4.3	.
COCc1cn(CC[C@@H]2CC[C@H](NC(=O)Cc3cccnc3)[C@H](CO)O2)nn1	0.0	2.9
CC(=O)COc1cc(OCC(C)=O)c2c(C)cc(=O)oc2c1	-0.3	-5.3
C[C@H](CO)N1C[C@H](C)[C@H](CN(C)C(=O)[C@H](C)c2ccccc2)OCc2ccccc2-c2ccccc2C1=O	.	-0.2
C[C@@H]1CN([C@H](C)CO)C(=O)Cc2cc(NC(=O)Cc3ccccc3)ccc2O[C@H]1CN(C)C(=O)NC1CCCCC1	2.2	-1.4
CCCNC(=O)Nc1ccc2c(c1)OC[C@@H](C)NC[C@H](C)[C@H](OC)CN(C)C2=O	0.2	-1.8
CC(=O)N(C)C[C@H]1Oc2cc(C3=CCCC3)ccc2S(=O)(=O)N([C@@H](C)CO)C[C@H]1C	3.5	14.5
Cc1ccc(S(=O)(=O)NCC[C@H]2CC[C@@H](NC(=O)NC(C)C)[C@H](CO)O2)cc1	0.4	-2.3
O=C(C[C@@H]1C[C@H]2c3cc(NS(=O)(=O)c4ccc(F)cc4)ccc3O[C@H]2[C@H](CO)O1)NC1CCCCC1	-0.4	0.1
COc1ccc(S(=O)(=O)Nc2ccc3c(c2)C(=O)N([C@H](C)CO)C[C@H](C)[C@@H](CN(C)S(=O)(=O)c2c(C)noc2C)OCCCC[C@H](C)O3)cc1	-1.6	.
C[C@H](CO)N1C[C@H](C)[C@H](CN(C)Cc2cccnc2)Oc2ncc(-c3ccc(C#N)cc3)cc2C1=O	-2.8	.
CC(C)CC#Cc1ccc2c(c1)O[C@H](CN(C)Cc1ccc3c(c1)OCO3)[C@@H](C)CN([C@@H](C)CO)S2(=O)=O	0.2	.
C[C@H](CO)N1C[C@H](C)[C@@H](CN(C)S(C)(=O)=O)Oc2ccc(NC(=O)Nc3ccc(F)cc3)cc2CC1=O	.	10.0
O=C(Nc1ccc2c(c1)OCO2)N[C@H]1CC[C@H](CCNC(=O)C2CC2)O[C@H]1CO	-0.4	2.4
Cc1ccc(Cl)cc1NC(=O)CC(C(=O)O)N(C)C (stereo unspecified)	-0.5	-0.5
Cc1ccc(S(=O)(=O)N[C@@H]2CC[C@H](CCNC(=O)Nc3ccc(Cl)cc3)O[C@H]2CO)cc1	-0.4	-5.7
O=C(C[C@H]1C[C@@H]2c3cc(NC(=O)NC4CCCC4)ccc3O[C@@H]2[C@H](CO)O1)NCCN1CCCCC1	0.0	-0.2
COCCOC(=O)N1C(=O)[C@@]2(c3ccccc31)[C@H](C(N)=O)[C@H]1C(=O)O[C@H](c3ccccc3)[C@H](c3ccccc3)N1[C@@H]2c1ccccc1OCCO	.	-16.9
COc1ccc(C#Cc2ccc3c(c2)O[C@@H](CN(C)C(=O)Nc2cccc(OC)c2)[C@H](C)CN([C@@H](C)CO)S3(=O)=O)cc1	.	-12.5
N#C[C@H]1[C@@H](c2ccccc2)[C@@H](CO)N1C(=O)c1cc(Cl)cc(Cl)c1	2.0	.
N#Cc1ccc(/C=N/NC(=O)CCCCC(=O)NO)cc1	-0.2	4.8
C[C@H]1CN([C@@H](C)CO)C(=O)c2cc(Br)cnc2O[C@H]1CN(C)C(=O)c1cccnc1	-0.8	8.2&-0.5
CC(C)NC(=O)N(C)C[C@H]1Oc2ccc(NC(=O)Nc3ccc4c(c3)OCO4)cc2CC(=O)N([C@H](C)CO)C[C@@H]1C	0.2	.
Cc1ccc(-c2cnc3c(c2)C(=O)N([C@H](C)CO)C[C@@H](C)[C@H](CN(C)C(=O)Cc2ccccc2)O3)cc1	-15.8	.
Cc1noc(C)c1S(=O)(=O)Nc1ccc2c(c1)C(=O)N([C@@H](C)CO)C[C@H](C)[C@@H](CN(C)CC1CC1)OCCCC[C@@H](C)O2	0.6	.
COc1ccccc1NC(=O)N(C)C[C@H]1Oc2ncc(Br)cc2C(=O)N([C@H](C)CO)C[C@H]1C	-3.1	2.7
COC(=O)c1cccc(NC(=O)CN(c2ccc(F)c(Cl)c2)S(C)(=O)=O)c1C	0.0	0.8
O=C(Nc1ccccc1F)N[C@H]1C=C[C@H](CC(=O)N2CCCCC2)O[C@@H]1CO	0.4	5.0
COc1ccc(C(=O)NCc2occc2C(=O)O)cc1	0.2	-6.2
C[C@@H]1CN([C@@H](C)CO)S(=O)(=O)c2ccc(C#CC3(O)CCCC3)cc2O[C@H]1CN(C)C(=O)c1ccccc1	-0.3	-24.4
O=C(C[C@@H]1C=C[C@H](NC(=O)NC2CCCCC2)[C@@H](CO)O1)NCc1ccc(F)cc1	0.3	-0.7
